Screening results as filed in PubChem.
esBAF inh: SWI/SNF esBAF complex inhibition; mouse ES cells, Bmi1-luciferase knock-in reporter, 24 h; 100% = twice the neutral-well signal; reporter increase, % at 12.5 µM; hit rate 2% among 350,000; in the data active = activation above about 40%;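 also: 0% = median of the plate's neutral control wells and 100% = double that signal; a rise in the Bmi1 reporter signal indicates esBAF inhibition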
Xi reactivation: reactivates the inactive X chromosome in mouse fibroblasts. hit rate 0.055% among 360,000. activation, % at 7.58 µM. XiGFP mouse fibroblasts, % GFP-positive cells imaging, 3 d; cells co-treated with 5-aza-dC sensitizer; scaled so ellipticine positive control = 100%;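 active = mean normalized replicate activation at least 10% and every replicate at or above 10%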;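 also: 0% = median of on-plate neutral control wells and 100% = ellipticine 6 µM median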
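material = 68-5-11 XiGFP fibroblast line | medium = DMEM plus 5-aza-dC sensitizer | schedule = 3 days compound exposure | benchmarks = positive control ellipticine, 6 µM final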
CFTR F508del cor: correctors of CFTR F508del function in bronchial epithelial cells. CFBE cells, YFP halide quenching; stimulated with forskolin plus potentiator P3; % fluorescence drop versus neutral controls. activity (quench increase), % at 7.58 µM. hit rate 0.36% among 350,000. AID 720511;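 active = mean added fluorescence quench of at least 8% versus neutral control, with both replicates also reaching 8%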;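 also: cells transiently co-express mutant CFTR-F508del with the halide-sensitive YFP; corrector assay measuring rescue of mutant channel to the surface after 24 h compound exposure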
RAD54 inh: inhibitors of human RAD54 branch migration; Q92698; RAD54 Holliday junction branch migration, FAM/BHQ fluorescence; inhibition, % at 10.4 µM; hit rate 0.14% among 360,000; AID 602329;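 active = mean normalized replicate activity at least 40 and at least half of replicates scoring 40 or more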;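 also: 0% = median of neutral control wells and 100% = median of positive control wells; inhibitors cause a drop in the FAM fluorescence signal; in these data hits start at about 50%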
Target sequence (Q92698 whole entry, looked up): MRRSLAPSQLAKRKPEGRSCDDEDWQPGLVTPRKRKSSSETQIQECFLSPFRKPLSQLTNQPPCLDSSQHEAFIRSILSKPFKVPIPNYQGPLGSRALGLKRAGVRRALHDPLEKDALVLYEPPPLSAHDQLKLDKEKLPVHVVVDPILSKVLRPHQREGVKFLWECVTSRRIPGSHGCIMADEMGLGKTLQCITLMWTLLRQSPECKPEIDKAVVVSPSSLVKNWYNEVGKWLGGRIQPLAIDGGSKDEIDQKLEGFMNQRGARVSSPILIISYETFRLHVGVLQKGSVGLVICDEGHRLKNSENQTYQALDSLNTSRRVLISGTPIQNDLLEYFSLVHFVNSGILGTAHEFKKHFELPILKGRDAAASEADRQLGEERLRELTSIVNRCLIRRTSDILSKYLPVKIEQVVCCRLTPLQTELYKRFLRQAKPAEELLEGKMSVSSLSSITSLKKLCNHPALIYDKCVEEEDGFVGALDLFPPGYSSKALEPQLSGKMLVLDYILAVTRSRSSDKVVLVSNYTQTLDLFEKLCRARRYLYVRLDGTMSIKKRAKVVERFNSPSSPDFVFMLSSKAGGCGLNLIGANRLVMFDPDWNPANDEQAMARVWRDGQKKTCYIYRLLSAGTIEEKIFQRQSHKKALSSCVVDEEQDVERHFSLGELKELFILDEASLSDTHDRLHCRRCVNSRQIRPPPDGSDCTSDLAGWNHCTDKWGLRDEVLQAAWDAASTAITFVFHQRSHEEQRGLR
ARNT-TACC3 inh: ARNT/TACC3 interaction disruption; Q9Y6A5; AlphaScreen His-ARNT PAS-B/GST-TACC3 binding, luminescence; TACC3 fragment carries E629A point mutation; inhibition, % at 9.99 µM; hit rate 0.66% among 390,000; AID 623870;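 active = mean inhibition of replicates at least 50% and at least half of replicates each reaching 50%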;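 also: 0% = complete ARNT plus TACC3 wells and 100% = ARNT alone without TACC3; many hits fall short of the cut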
RAD52 anneal inh: inhibitors of human RAD52 DNA annealing. recombinant RAD52 DNA annealing, FRET fluorescence. inhibition, % at 18.7 µM. hit rate 0.46% among 360,000. AID 651710;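 active = every replicate showing at least 50% inhibition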
ERAP1 HTS inh: ERAP1 (human) enzyme inhibition; inhibition, % at 10.7 µM; Q9NZ08; hit rate 0.15% among 340,000; recombinant ERAP1, Leu-AMC fluorescence, 60 min;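 active = mean replicate inhibition of at least 30%, or all replicates individually reaching that 30% level; inactive = mean below 30% and not every replicate reaching it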;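 also: 0% = neutral control wells and 100% = L-leucinethiol positive control wells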
INS-1E GSIS act: primary screen for activators of insulin secretion dependent on glucose, INS-1E cells, GLuc reporter luminescence; INS-1E GLuc reporter insulin secretion, 2-3 h; activation, % at 16.6 µM; hit rate 0.61% among 370,000;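 active = lowest replicate activation of at least 40%, so every replicate reaches that level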;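 also: 0% = median of neutral control wells and 100% = median of IBMX positive control wells; some compounds called inactive have numbers as strong as hits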
* hit, by the source's call; x = no result given.

SMILES	esBAF inh	Xi reactivation	CFTR F508del cor	RAD54 inh	ARNT-TACC3 inh	RAD52 anneal inh	ERAP1 HTS inh	INS-1E GSIS act
CCCC(=O)N1CCC1(C)C(=O)NS(=O)(=O)c1ccc(C(C)(C)C)cc1 (stereo not given)	-5.0	-0.2	-3.2	-17.1	x	-4.7	2.7	2.7
COc1ccc(S(=O)(=O)Nc2ccc3c(c2)CC(=O)N([C@H](C)CO)C[C@@H](C)[C@H](CN(C)C(=O)Nc2c(C)noc2C)O3)cc1	-3.7	0.1	-2.7	2.6	-6.9	-6.4	1.1	-1.3
Cc1noc(C)c1NC(=O)N[C@@H]1C=C[C@H](CC(=O)Nc2ccc(-c3ccccc3)cc2)O[C@@H]1CO	x	0.3	1.9	x	x	1.5	-8.8	4.9
Cc1csc(NC(=O)NCC2CCCC(CNC(=O)Nc3nc(C)cs3)C2)n1 (stereo not given)	38.4	0.2	-0.7	-2.7	x	1.4	2.7	-4.1
Cc1ccsc1C(=O)NNC(=O)c1cccc(S(=O)(=O)N2CCCC2)c1	-4.1	0.0	1.2	5.3	-25.7	-9.4	-0.5	-5.6
Cc1ccc(CNC(=O)Cn2cnc3c(NCc4ccccc4)ncnc32)o1	-4.1	-0.2	-0.3	-3.9	-1.7	3.9	-5.9	7.3
CS(=O)(=O)N(CC(=O)NCc1ccco1)c1cc(C(F)(F)F)ccc1Cl	-6.6	x	2.1	1.6	-15.9	-14.5	1.4	6.2
Cc1c(OC(C)C(=O)NCC2CCC(C(=O)O)CC2)ccc2c(-c3ccccc3)cc(=O)oc12 (stereo not given)	-3.1	x	-5.2	6.6	5.6	-5.4	4.8	5.4
COc1cc(/C=C2\N=C(c3ccccc3)NNC2=O)cc(OC)c1OC	x	1.0	6.7	-7.8	-4.8	-17.5	0.3	8.4
COc1ccc(S(=O)(=O)N(C(=O)c2ccncc2)c2ccc(OC(=O)c3ccncc3)cc2)cc1	-2.7	0.1	0.6	0.4	2.8	-18.2	-1.4	1.0
Cc1cccn2c(=O)c(/C=N/O)c(NCc3ccccc3)nc12	x	0.0	0.9	x	-1.9	-0.2	1.5	x
COC(=O)CC1COc2ccccc2N1S(=O)(=O)c1ccc(OC)cc1 (stereo not given)	-6.5	0.2	-0.3	-4.6	-4.9	-9.7	-1.4	-14.5
O=C(C=Cc1ccccc1)N1CCCCC1	37.6	0.0	2.0	x	-2.8	-11.4	-7.0	0.8
Cn1c2ccccc2c2cc(/C=N/NC(=O)c3cc(O)cc(O)c3)ccc21	-7.8	-0.1	2.7	3.6	1.6	-113.7	4.4	3.2
O=C(NCC[C@@H]1CC[C@H](NC(=O)c2ccc3c(c2)OCO3)[C@@H](CO)O1)Nc1cc(F)ccc1F	1.2	0.7	1.4	-3.0	-0.1	-0.6	1.2	-8.3
CC(C)NC(=O)Nc1ccc2c(c1)C(=O)N(C)[C@H]1CC[C@H](CC(=O)NCc3ccc(F)cc3)O[C@H]1CO2	-0.3	0.0	x	7.1	-1.2	3.6	0.5	2.6
C/C=C/c1ccc([C@H]2[C@H]3CN(Cc4ccc(C(=O)OC)cc4)CC(=O)N3[C@H]2CO)cc1	x	0.9	2.2	x	x	-9.3	1.4	4.1
N#C[C@H]1[C@H](c2ccccc2)[C@@H](CO)N1C(=O)Nc1cccc(F)c1	14.8	0.2	-0.3	3.0	-8.8	1.1	0.2	-24.7
O=C1N(Cc2cccnc2)C[C@@H]2C[C@@H](c3cccc(Oc4ccccc4)c3)N3CCC[C@@]123	-18.3	1.3	1.7	-12.0	-0.9	-27.7	-4.1	-32.6
CN(C)CCCn1c(N)c(C#N)c2nc3ccccc3nc21	-0.5	0.0	3.1	-19.0	-1.6	-204.9	x	9.4
CCOC(=O)N(C)c1c(CC)nc2c(OCc3ccccc3C(=O)OC)cccn12	2.2	-0.1	-0.3	1.3	x	-17.8	-3.0	x
Cc1cc(C)cc(OCC(O)CN2CC(C)OC(C)C2)c1 (stereo not given)	3.1	0.0	2.0	-5.6	-5.0	-3.7	11.4	-1.1
O=c1nc2ccccc2c2n1CC(CN1CCN(c3ccc(F)cc3)CC1)N2 (stereo not given)	1.9	x	x	-1.6	-23.3	x	x	0.4
CCCNC(=O)c1cccc(Br)c1	x	0.0	-0.9	x	-2.9	-13.0	13.0	-4.9
COc1cc(NC(=O)CSc2nnc3c(n2)[nH]c2ccc(S(=O)(=O)NC(C)C)cc23)cc(OC)c1OC	x	0.0	-2.1	x	-2.2	6.5	4.2	-5.7
Remaining list, next part.
SMILES	esBAF inh	Xi reactivation	CFTR F508del cor	RAD54 inh	ARNT-TACC3 inh	RAD52 anneal inh	ERAP1 HTS inh	INS-1E GSIS act
CC(Oc1ccccc1)c1ccnc2nc(N3CCOCC3)nn12 (stereo not given)	1.1	0.0	1.7	-6.5	3.1	-1.5	-7.8	-13.3
Cc1ccc(S(=O)(=O)N(C)C[C@H]2Oc3ccc(NS(=O)(=O)c4cccs4)cc3CC(=O)N([C@H](C)CO)C[C@@H]2C)cc1	-4.6	-1.0	-0.4	3.5	-6.2	-13.8	-0.7	-2.6
c1cc(-c2ccncc2)ccn1	-3.5	0.0	-1.3	8.1	17.5	-2.8	-3.8	1.8
O=C(Nc1ccccc1Cl)c1ccc2ccccc2c1	-0.6	0.0	-8.4	-6.1	x	-18.1	-2.3	-1.7
CN(CC(=O)NC1CCN(Cc2ccccc2)CC1)S(=O)(=O)c1ccc2c(c1)c(=O)n(C)c(=O)n2C	x	0.2	-0.7	x	-0.3	-14.0	0.7	-0.8
CC(=O)Nc1ccc(NC(=O)COC(=O)c2ccccc2SCC(=O)N2CCCC2)cc1	4.7	0.1	3.7	3.2	0.2	-11.0	0.5	12.5
O=C1c2cccc3cccc(c23)C(=O)N1c1ccccc1Cl	-0.7	-0.1	1.2	-5.6	0.8	-6.2	1.1	-0.1
C[C@H](CO)N1C[C@H](C)[C@@H](CN(C)C(=O)CN(C)C)Oc2cc(C3=CCCCC3)ccc2S1(=O)=O	-5.8	0.2	-0.7	-2.4	-9.9	37.8	-6.1	6.6
O=C(Cc1cccc(NC(=O)C2CCN(C(=O)C3CCCCC3)CC2)c1)Nc1cccc(C(=O)N2CCCCC2)c1	-4.4	0.1	-0.1	2.5	0.4	-13.4	-4.6	3.3
O=C(COC(=O)c1cccc(C(F)(F)F)c1)NCc1ccc(Cl)cc1	-2.5	0.2	-1.5	-5.2	1.1	-24.6	-1.9	-16.0
CC(C)NC(=O)N[C@@H]1CC[C@H](CCNC(=O)C2CCC2)O[C@H]1CO	5.3	0.0	-1.1	2.2	-12.4	-2.5	-2.0	24.7
Cn1c(=O)c(C(=O)NNC(=O)c2ccc(Br)cc2)c(O)c2ccccc21	-46.2	0.0	0.4	0.6	-1.0	-9.4	4.4	-1.1
O=Cc1cnc(N2CCN(Cc3ccccc3)CC2)s1	2.6	0.5	-0.7	4.6	-4.8	-5.7	-2.6	-7.2
C[C@@H]1CN([C@H](C)CO)S(=O)(=O)c2ccc(-c3cccc(F)c3)cc2O[C@H]1CN(C)S(=O)(=O)c1ccc(F)cc1	10.0	-0.2	2.9	7.9	-0.1	15.7	2.3	-4.7
CN1CCN(c2nc(-c3ccccc3)nc(-c3ccc(F)cc3)c2C#N)CC1	x	0.0	0.6	x	6.5	-12.7	0.0	1.5
COc1cccc(C#Cc2ccc([C@H]3[C@H]4CN(C(=O)Cc5cccnc5)CC(=O)N4[C@H]3CO)cc2)c1	x	0.1	2.8	x	x	-12.9	-1.1	-17.3
C[C@@H]1CN([C@@H](C)CO)C(=O)c2cc(NS(=O)(=O)c3cccs3)ccc2O[C@@H]1CN(C)S(=O)(=O)c1ccccc1	4.9	-1.0	1.8	0.5	-8.4	-32.0	3.3	-4.6
Cc1ccc(N=Nc2c(O)[nH]c3ccc(F)cc23)cc1	x	0.0	1.4	5.0	15.7	-42.8	-3.2	x
CCOc1ccc(-c2c(C(=O)N/N=C/c3ccc(C)o3)nnn2-c2nonc2N)cc1	6.2	0.0	-0.2	4.4	4.1	-11.5	0.3	7.2
COc1ccc(NC(=O)N(C)C[C@H]2OCCCC[C@@H](C)Oc3ccc(NC(=O)CCCN(C)C)cc3C(=O)N([C@@H](C)CO)C[C@@H]2C)cc1	-6.5	-0.3	-1.5	3.1	-0.5	-13.5	-0.1	11.8
C=C(C)C1CC=C(C)/C(=N/NC(=O)COc2ccccc2Cl)C1 (stereo not given)	x	-0.1	x	x	-7.6	3.4	4.8	x
CSc1ncnc2c1ncn2CCCNCc1ccccn1	5.1	-0.1	-1.3	2.6	x	-12.9	0.5	x
Cc1cc(C)c2c(=O)n3c(nc2c1)C(Cc1ccccc1)NC(=O)c1cccnc1-3 (stereo not given)	-4.3	0.6	2.3	-7.9	x	-10.3	4.0	x
CCC(=O)OC1CC(C)N(C(=O)c2ccccc2)c2ccc(C)cc21 (stereo not given)	5.8	x	x	-2.7	x	-7.3	9.2	10.9

Some values from the results shown.
CSc1ncnc2c1ncn2CCCNCc1ccccn1 – ERAP1 HTS inh = 0.5
CCOc1ccc(-c2c(C(=O)N/N=C/c3ccc(C)o3)nnn2-c2nonc2N)cc1 – CFTR F508del cor = -0.2

12 entries from above, sorted by heavy-atom count, falling:
SMILES	esBAF inh	Xi reactivation	CFTR F508del cor	RAD54 inh	ARNT-TACC3 inh	RAD52 anneal inh	ERAP1 HTS inh	INS-1E GSIS act
COc1ccc(NC(=O)N(C)C[C@H]2OCCCC[C@@H](C)Oc3ccc(NC(=O)CCCN(C)C)cc3C(=O)N([C@@H](C)CO)C[C@@H]2C)cc1	-6.5	-0.3	-1.5	3.1	-0.5	-13.5	-0.1	11.8
C[C@@H]1CN([C@@H](C)CO)C(=O)c2cc(NS(=O)(=O)c3cccs3)ccc2O[C@@H]1CN(C)S(=O)(=O)c1ccccc1	4.9	-1.0	1.8	0.5	-8.4	-32.0	3.3	-4.6
COc1cc(NC(=O)CSc2nnc3c(n2)[nH]c2ccc(S(=O)(=O)NC(C)C)cc23)cc(OC)c1OC	x	0.0	-2.1	x	-2.2	6.5	4.2	-5.7
CC(=O)Nc1ccc(NC(=O)COC(=O)c2ccccc2SCC(=O)N2CCCC2)cc1	4.7	0.1	3.7	3.2	0.2	-11.0	0.5	12.5
CCOC(=O)N(C)c1c(CC)nc2c(OCc3ccccc3C(=O)OC)cccn12	2.2	-0.1	-0.3	1.3	x	-17.8	-3.0	x
CN1CCN(c2nc(-c3ccccc3)nc(-c3ccc(F)cc3)c2C#N)CC1	x	0.0	0.6	x	6.5	-12.7	0.0	1.5
CCC(=O)OC1CC(C)N(C(=O)c2ccccc2)c2ccc(C)cc21 (stereo not given)	5.8	x	x	-2.7	x	-7.3	9.2	10.9
CC(C)NC(=O)N[C@@H]1CC[C@H](CCNC(=O)C2CCC2)O[C@H]1CO	5.3	0.0	-1.1	2.2	-12.4	-2.5	-2.0	24.7
Cc1cccn2c(=O)c(/C=N/O)c(NCc3ccccc3)nc12	x	0.0	0.9	x	-1.9	-0.2	1.5	x
CSc1ncnc2c1ncn2CCCNCc1ccccn1	5.1	-0.1	-1.3	2.6	x	-12.9	0.5	x
O=C(Nc1ccccc1Cl)c1ccc2ccccc2c1	-0.6	0.0	-8.4	-6.1	x	-18.1	-2.3	-1.7
O=C(C=Cc1ccccc1)N1CCCCC1	37.6	0.0	2.0	x	-2.8	-11.4	-7.0	0.8
